Assay outcomes as filed in PubChem.
RBX1-CUL1 inh = inhibitors of human ROC1-CUL1 ubiquitin ligase activity | E3 ubiquitin-protein ligase RBX1 (Homo sapiens) + Cullin-1 (Homo sapiens), P62877+Q13616 | in vitro K48 di-Ub FRET, acceptor:donor ratio, 45 min | inhibition, % at 10 µM | 140,000 compounds, 0.6% hits; in the data active = inhibition above about 25%
Target sequence (P62877 whole entry, looked up): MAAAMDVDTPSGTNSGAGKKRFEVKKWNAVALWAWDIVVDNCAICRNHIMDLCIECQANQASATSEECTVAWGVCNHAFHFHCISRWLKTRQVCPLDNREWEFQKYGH
Target sequence (Q13616 whole entry, looked up): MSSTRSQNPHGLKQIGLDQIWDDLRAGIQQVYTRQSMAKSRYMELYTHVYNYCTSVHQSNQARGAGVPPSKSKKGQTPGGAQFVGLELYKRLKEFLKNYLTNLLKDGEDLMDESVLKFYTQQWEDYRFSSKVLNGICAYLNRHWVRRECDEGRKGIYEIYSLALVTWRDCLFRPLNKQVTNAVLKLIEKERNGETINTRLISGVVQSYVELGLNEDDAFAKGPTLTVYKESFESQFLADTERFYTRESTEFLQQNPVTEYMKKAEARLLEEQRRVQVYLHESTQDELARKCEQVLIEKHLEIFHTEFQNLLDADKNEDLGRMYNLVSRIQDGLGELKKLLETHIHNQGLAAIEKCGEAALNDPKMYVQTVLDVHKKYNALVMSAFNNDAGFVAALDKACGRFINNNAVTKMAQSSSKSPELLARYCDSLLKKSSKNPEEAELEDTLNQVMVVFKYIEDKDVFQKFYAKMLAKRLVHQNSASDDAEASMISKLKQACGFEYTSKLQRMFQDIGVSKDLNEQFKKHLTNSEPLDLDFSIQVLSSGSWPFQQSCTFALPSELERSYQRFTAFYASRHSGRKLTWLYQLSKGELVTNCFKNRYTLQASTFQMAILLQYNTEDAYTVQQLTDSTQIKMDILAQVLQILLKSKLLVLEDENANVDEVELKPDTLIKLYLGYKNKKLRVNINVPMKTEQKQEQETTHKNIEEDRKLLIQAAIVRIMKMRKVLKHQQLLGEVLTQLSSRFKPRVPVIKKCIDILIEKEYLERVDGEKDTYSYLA
Active calls of the source: *.

What do the screens show for `Cc1ccc2oc(C(=O)NCC3COCCO3)c(C)c2c1` (configuration not stated)?
RBX1-CUL1 inh: -2.7

What do the screens show for `CCC(C(=O)Nc1cc(OC)ccc1OC)c1ccccc1` (configuration not stated)?
RBX1-CUL1 inh: -2.0

Results for N/C(=N\OC(=O)c1ccc([N+](=O)[O-])cc1Cl)c1ccccc1 ?
RBX1-CUL1 inh: -1.4

How did CC(=O)Oc1ccc2c(C)c(CC(C)OC(C)=O)c(=O)oc2c1 (configuration not stated) do in these assays?
RBX1-CUL1 inh: -3.3

Results for CCOC(=O)c1ccccc1NC(=O)c1cc2ccc3cccnc3c2[nH]1 ?
RBX1-CUL1 inh: -0.5

Results for Cc1c(CCNC(=O)Nc2nn[nH]n2)c2cccc3c2n1CCC3 ?
RBX1-CUL1 inh: 7.4

How did COC(=O)NC1C=CS(=O)(=O)C1 (configuration not stated) do in these assays?
RBX1-CUL1 inh: 0.0

What do the screens show for `CS(=O)(=O)c1ncc(CN2C[C@@H]3CCC[C@H]2C3)n1CCCc1ccccc1`?
RBX1-CUL1 inh: 4.5

Results for COc1ccc(F)c(-c2nc(CN(C)C3CCOC3)c(C)o2)c1 (configuration not stated) ?
RBX1-CUL1 inh: 2.6

Results for CCN(CC)CCCCC(NC(=O)c1ccc(NC(C)=O)cc1)c1ccccc1 (configuration not stated) ?
RBX1-CUL1 inh: -4.6

Results for Cn1cc(CN2CCC(n3cc(-c4cc(F)cc(F)c4)nn3)CC2)cn1 ?
RBX1-CUL1 inh: -2.1

What do the screens show for `O[C@@H]1CN(Cc2cccc3c2sc2ccccc23)CC[C@H]1N1CCOCC1`?
RBX1-CUL1 inh: -2.6

What do the screens show for `CCOc1cc(C2Oc3ccccc3C3CC(c4cccs4)=NN32)cc(Cl)c1O` (configuration not stated)?
RBX1-CUL1 inh: -0.8

How did COc1ccc(C(=O)c2sc3nc4c(c(-c5ccc(Cl)cc5)c3c2N)CCc2sccc2-4)cc1 do in these assays?
RBX1-CUL1 inh: -6.4

Results for C=CCc1ccc(OCCOc2ccc(/C=N/NC(=O)c3ccncc3)cc2OC)c(OC)c1 ?
RBX1-CUL1 inh: -2.4

Results for CN(C)c1ccc(CN(Cc2ccco2)C(=O)c2ccc(F)cc2)cc1 ?
RBX1-CUL1 inh: 1.2

How did CCc1ccc(NC(=O)c2sc3nc(C)c(Cl)c(C)c3c2N)cc1 do in these assays?
RBX1-CUL1 inh: -16.8

How did Cc1csc(NC(=O)C2CCCN2C(=O)Oc2ccccc2)n1 (configuration not stated) do in these assays?
RBX1-CUL1 inh: -4.0

What do the screens show for `Cc1ccc(C2SCC(C(=O)O)N2C(=O)c2ccc(F)cc2)cc1` (configuration not stated)?
RBX1-CUL1 inh: 6.3

Results for CCCCOc1ccc(-c2cc(C(=O)N3N=C(C)CC3(O)C(F)(F)F)c3ccccc3n2)cc1 (configuration not stated) ?
RBX1-CUL1 inh: -5.9

Results for COc1ccc(CCN2CCCC(CN(C)Cc3nc4c(s3)CCCC4)C2)cc1 (configuration not stated) ?
RBX1-CUL1 inh: -3.5

Results for Cc1ccc(S(=O)(=O)N2CCCC(C(=O)NCc3ccco3)C2)cc1 (configuration not stated) ?
RBX1-CUL1 inh: 10.9

How did CCCNC(=O)c1ccccc1NC(=O)c1nsc2ccccc12 do in these assays?
RBX1-CUL1 inh: 3.3

What do the screens show for `CCC(C)(C)NC(=O)C1CCN(C(=O)c2ccccc2F)CC1`?
RBX1-CUL1 inh: 8.3

How did CCCCc1nnc2sc(-c3cccnc3)nn12 do in these assays?
RBX1-CUL1 inh: 11.6

How did Cc1ccccc1C(=O)Nc1c2c(nc3ccccc13)CCCC2 do in these assays?
RBX1-CUL1 inh: 2.0

How did COc1ccc(CCNC(=O)c2ccc3c(Cl)c4c(nc3c2)CCCC4)c(OC)c1 do in these assays?
RBX1-CUL1 inh: -6.1

What do the screens show for `Cc1csc(CNC(=O)C2CCCN(C3CCN(C(C)C)CC3)C2)n1` (configuration not stated)?
RBX1-CUL1 inh: -4.4

How did COc1cccc(NC(=O)CSc2nc3cc(OC)c(OC)cc3c3nc(-c4ccccc4)nn23)c1 do in these assays?
RBX1-CUL1 inh: -7.5

What do the screens show for `Cc1c(C(=O)NC2CCS(=O)(=O)C2)nnn1-c1ccc(Cl)cc1` (configuration not stated)?
RBX1-CUL1 inh: 8.7

Results for CCOC(=O)c1cn(-c2c(C)n(C)n(-c3ccccc3)c2=O)c2c(F)c(F)c(F)cc2c1=O ?
RBX1-CUL1 inh: 8.2

How did CCOC(=O)C1C(C)=NC(C)=C(C(=O)OCCN2CCN(S(=O)(=O)c3ccccc3)CC2)C1c1cccc([N+](=O)[O-])c1 (configuration not stated) do in these assays?
RBX1-CUL1 inh: 4.0

What do the screens show for `O=C(Nc1cccnc1)c1ccncc1`?
RBX1-CUL1 inh: -4.2

Results for CC1=NC(=S)NC(c2cccc(Cl)c2)C1C(=O)Nc1ccccc1C (configuration not stated) ?
RBX1-CUL1 inh: -3.3

Results for O=C(CSc1nc2sc3c(c2c(=O)n1-c1ccccc1)CCCC3)NCCCO ?
RBX1-CUL1 inh: 1.4

Results for CCN(C1CCS(=O)(=O)C1)S(=O)(=O)c1ccc(N2CCCC2=O)cc1 (configuration not stated) ?
RBX1-CUL1 inh: 0.6

What do the screens show for `COc1cccc(OCc2nc3ccccc3n2CCOc2ccc(C)cc2)c1`?
RBX1-CUL1 inh: 5.4

Results for COc1ccc(NC(=O)c2sc3nc(C)c(C(=O)Nc4ccc(C)cc4C)c(-c4ccc(C)o4)c3c2N)cc1 ?
RBX1-CUL1 inh: 4.1

How did Cc1c(C(=O)Nc2ncccn2)sc2nc(-c3ccccc3)cn12 do in these assays?
RBX1-CUL1 inh: -1.4

What do the screens show for `Cc1ccc(C)c(Cn2c(=O)n(-c3ccccc3)c(=O)c3c4c(sc32)CCCC4)c1`?
RBX1-CUL1 inh: 6.3

Overlap with the part before: 4 compounds, followed by the next part.
What do the screens show for `COc1cccc(OCc2nc3ccccc3n2CCOc2ccc(C)cc2)c1`?
RBX1-CUL1 inh: 5.4

Results for COc1ccc(NC(=O)c2sc3nc(C)c(C(=O)Nc4ccc(C)cc4C)c(-c4ccc(C)o4)c3c2N)cc1 ?
RBX1-CUL1 inh: 4.1

How did Cc1c(C(=O)Nc2ncccn2)sc2nc(-c3ccccc3)cn12 do in these assays?
RBX1-CUL1 inh: -1.4

What do the screens show for `Cc1ccc(C)c(Cn2c(=O)n(-c3ccccc3)c(=O)c3c4c(sc32)CCCC4)c1`?
RBX1-CUL1 inh: 6.3

How did Cc1ccc(OCC(=O)NCc2cccnc2)c(C)c1 do in these assays?
RBX1-CUL1 inh: -0.4

Results for COc1ccc(C(CC(=O)Nc2ccccn2)N2Cc3ccccc3C2=O)cc1OC (configuration not stated) ?
RBX1-CUL1 inh: 0.6

Results for CCc1ccc(NC(=O)Cn2ccn(Cc3ccccc3OC)c(=O)c2=O)cc1 ?
RBX1-CUL1 inh: 8.7

How did CCOC(=O)CN1C(=O)S/C(=C/c2cccc(OC)c2OCCC(=O)Nc2ccccc2)C1=O do in these assays?
RBX1-CUL1 inh: -7.2

Results for COc1ccc(-n2ncc(C(=O)N3CCN(c4cc(C)ccc4C)CC3)c2C2CCN(C(=O)OC(C)(C)C)CC2)cc1 ?
RBX1-CUL1 inh: -7.7

What do the screens show for `COC(=O)c1c(NC(=O)/C=C/c2ccc(C)o2)sc2c1CCCCC2`?
RBX1-CUL1 inh: -1.3

How did O=C1NN(c2ccccc2)C(=O)/C1=C\c1cc2c(cc1Br)OCO2 do in these assays?
RBX1-CUL1 inh: 0.7

Results for Fc1ccc(OCc2nn3c(-c4ccncc4)nnc3s2)cc1 ?
RBX1-CUL1 inh: -15.6

How did O=C(c1ccccc1Cl)N1c2ncnn2C2(CCCCC2)[C@@H]2CCCC[C@@H]21 do in these assays?
RBX1-CUL1 inh: 3.7

What do the screens show for `CCc1cccc(CC)c1NC(=O)CCS(=O)(=O)c1ccc(Br)cc1`?
RBX1-CUL1 inh: -13.0

Results for C=CCOc1cccc(C2Nc3ccccc3-c3nnc(SCC)nc3O2)c1 (configuration not stated) ?
RBX1-CUL1 inh: 2.4

Results for Cc1ccc(NC(=O)c2ccc(NS(=O)(=O)c3cccc4cccnc34)cc2)cc1C ?
RBX1-CUL1 inh: 4.5

Results for COc1ccc(-n2c(=O)c3c(n4c(=S)[nH]nc24)-c2ccccc2CC32CCCCC2)cc1 ?
RBX1-CUL1 inh: -4.0

How did COc1ccc(C2c3c(n[nH]c3-c3ccccc3)OC(=N)C2C#N)cc1OC (configuration not stated) do in these assays?
RBX1-CUL1 inh: -0.1

What do the screens show for `Cc1c(CN2C[C@H]3OC(=O)N(CCc4ccc(F)cc4)[C@H]3C2)cnn1C`?
RBX1-CUL1 inh: 1.6

Results for CCOC(=O)C1Sc2ccccc2NC1=S (configuration not stated) ?
RBX1-CUL1 inh: 7.8

How did CCOc1ccc(NC(=O)c2ccc(CN3C(=O)C(C)=C(c4ccc(C)cc4)S3(=O)=O)cc2)cc1 do in these assays?
RBX1-CUL1 inh: 6.4

What do the screens show for `N#CC1C(=N)Oc2n[nH]c(-c3ccccc3)c2C1c1cccc(O)c1` (configuration not stated)?
RBX1-CUL1 inh: -2.5

Results for Cc1ccc2onc(CC(=O)Nc3ccc(F)cc3)c2c1 ?
RBX1-CUL1 inh: -9.9

What do the screens show for `CCOc1ccc(C(=O)NCCc2csc(-c3ccc(C(F)(F)F)cc3)n2)cc1OCC`?
RBX1-CUL1 inh: -1.4

Four entries drawn at random from the list so far, as already listed:
What do the screens show for `N#CC1C(=N)Oc2n[nH]c(-c3ccccc3)c2C1c1cccc(O)c1` (configuration not stated)?
RBX1-CUL1 inh: -2.5

Results for COc1ccc(F)c(-c2nc(CN(C)C3CCOC3)c(C)o2)c1 (configuration not stated) ?
RBX1-CUL1 inh: 2.6

Results for COc1ccc(C(CC(=O)Nc2ccccn2)N2Cc3ccccc3C2=O)cc1OC (configuration not stated) ?
RBX1-CUL1 inh: 0.6

What do the screens show for `Cc1ccc2oc(C(=O)NCC3COCCO3)c(C)c2c1` (configuration not stated)?
RBX1-CUL1 inh: -2.7

New compounds follow.
How did c1coc(CN2CCc3[nH]nc(-c4ccc5c(c4)OCO5)c3C2)c1 do in these assays?
RBX1-CUL1 inh: 0.1

Results for O=C(Oc1cccc2ccccc12)c1cccs1 ?
RBX1-CUL1 inh: 8.5

What do the screens show for `COCCn1c(=O)c2c(nc3n2CC(C)CN3c2cccc(C)c2)n(C)c1=O` (configuration not stated)?
RBX1-CUL1 inh: -0.1

What do the screens show for `CCOC(=O)N1CCN(CC(O)COc2c(OC)cccc2OC)CC1` (configuration not stated)?
RBX1-CUL1 inh: 2.9

Results for Cc1ccc(C)c(N(CC(=O)NCc2ccccc2)S(C)(=O)=O)c1 ?
RBX1-CUL1 inh: 1.7

Results for COc1ccc(C(=O)NN(CCC#N)C2NS(=O)(=O)C3CCCCC23)cc1OC (configuration not stated) ?
RBX1-CUL1 inh: 0.4

How did CN(C)CCNCC(O)CN1CCn2c3c(c4cc(C5CCCCC5)ccc42)CCCC31 (configuration not stated) do in these assays?
RBX1-CUL1 inh: 1.8

How did c1ccc2sc(SCc3nc4c5c6c(sc5ncn4n3)CCCCC6)nc2c1 do in these assays?
RBX1-CUL1 inh: -4.4

What do the screens show for `Cc1cccc(C)c1NC(=O)CCCn1c(=O)c2cccn2c2ccccc21`?
RBX1-CUL1 inh: -0.5

What do the screens show for `O=C1SC(=Nc2ccccc2)N=C1Cc1cccc(OC(=O)c2ccccc2)c1`?
RBX1-CUL1 inh: 2.0

Results for O=C1/C(=C/c2ccccc2)N(Cc2ccccc2)Cc2ccccc21 ?
RBX1-CUL1 inh: -15.3

Results for Cc1ccc(CS(=O)(=O)N2CCc3ccccc3C2)cc1 ?
RBX1-CUL1 inh: 0.1

How did CCCC(=O)N1CCN(c2ccc(Cl)cc2N)CC1 do in these assays?
RBX1-CUL1 inh: 6.0

How did CCN(CC)c1ccc(C2Nc3ccc(Br)cc3-c3nnc(SC)nc3O2)cc1 (configuration not stated) do in these assays?
RBX1-CUL1 inh: 2.7

Results for Cc1ccc2oc(-c3cc(NC(=O)/C=C/c4ccco4)ccc3Cl)nc2c1 ?
RBX1-CUL1 inh: -1.1

How did O=C1CN(C(=O)c2ccc(N3CCOCC3)c([N+](=O)[O-])c2)c2ccccc2N1 do in these assays?
RBX1-CUL1 inh: 2.6

How did COc1cccc2cc(C(=O)N(C)C)c(=O)oc12 do in these assays?
RBX1-CUL1 inh: 5.3

What do the screens show for `COc1cccc(N2CCN(C(=O)CC3C(=O)NCCN3CCC(C)C)CC2=O)c1` (configuration not stated)?
RBX1-CUL1 inh: 11.4

What do the screens show for `COc1ccc(CC2(CCC(=O)N3CCC(Oc4ccc(F)cc4)CC3)CCC(=O)N2)c(F)c1` (configuration not stated)?
RBX1-CUL1 inh: 0.4

How did COc1cccc(Cc2cc(C(=O)NCCC(c3ccccc3)c3ccco3)on2)c1 (configuration not stated) do in these assays?
RBX1-CUL1 inh: -3.7

Results for O=C(c1nn2c(C(F)(F)F)cc(-c3ccc(Br)cc3)nc2c1Cl)N1CCN(Cc2ccccc2)CC1 ?
RBX1-CUL1 inh: 2.7

Results for CCNC(=O)c1sc2ncnc(NCCc3ccccc3)c2c1C ?
RBX1-CUL1 inh: -1.2

Results for COc1ccc(C(=O)Nc2ccc(OC)c(OC)c2)cc1 ?
RBX1-CUL1 inh: -6.2

How did O=C(CCc1ccsc1)N1CCOC(Cc2ccccc2)C1 (configuration not stated) do in these assays?
RBX1-CUL1 inh: 2.7

How did COc1ccc(CNC(=O)Cc2csc3nc(-c4ccc(C)cc4)cn23)cc1 do in these assays?
RBX1-CUL1 inh: -2.4

What do the screens show for `CC(C)(C)n1ncc(Sc2ccccc2F)c(Cl)c1=O`?
RBX1-CUL1 inh: -5.9

Results for O=C(c1coc(COc2cccc(C(F)(F)F)c2)n1)N1CCCC(O)C1 (configuration not stated) ?
RBX1-CUL1 inh: -6.3

Results for COc1ccc(-c2nc(Cn3c(SCc4cccc(C(F)(F)F)c4)nc4cccnc43)c(C)o2)cc1OC ?
RBX1-CUL1 inh: -2.4

Results for N#Cc1c(NC(=O)c2ccc(Cl)cc2)sc2c1CCCCC2 ?
RBX1-CUL1 inh: 1.5

What do the screens show for `COc1cc(OC)c(NC(=O)C(C)n2nc(-c3ccc(C)c(C)c3)ccc2=O)cc1Cl` (configuration not stated)?
RBX1-CUL1 inh: -5.9

Only part of the results is shown; the hit share may differ from the screen's.
